TNAP activators: human TNAP enzyme activators, primary screen, biochemical, luminescent, no phosphate acceptor, uHTS (AID 1001); purified TNAP, luminescent activation assay, no phosphate acceptor; higher activation fold means a stronger effect; actives 0.03% (n = 200,000); one-dose activation fold at 20 µM; EC50 in µM for titrated hits; in the data active = activation fold from about 3, or a potency from the dose series; inactive = the rest, 99 in 100 with activation fold below about 1.6; note: many of its hits are not listed in these tables
NOD2 inhibition: NOD2 signaling inhibitors, cell-based, luminescence, uHTS, HEK293 (AID 1566). HEK293 NOD2/NF-kB luciferase reporter, luminescence; higher % means a stronger effect. inhibition, % at 4 µM, or EC50 in µM where a hit was titrated. actives 0.63% (n = 290,000); note: many of its hits are not listed in these tables
PMI inhibitors: inhibitors of human PMI, primary screen, biochemical, fluorescence intensity, coupled assay (AID 1209); purified PMI enzyme, coupled fluorescence intensity; higher % means a stronger effect; one-dose inhibition, % at 20 µM; IC50 in µM for titrated hits; actives 0.42% (n = 190,000);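 note: plate controls were DMSO vehicle for no effect and wells lacking substrate for full effect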
LYP inhibition: inhibitors of LYP phosphatase, biochemical, fluorescence intensity, uHTS (AID 1779); recombinant LYP phosphatase, fluorescence intensity; higher % means a stronger effect; inhibition, % at 11.5 µM, or IC50 in µM where a hit was titrated; actives 0.054% (n = 290,000);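 note: plate controls were vehicle with enzyme for no effect and no enzyme for full effect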
PMI inhibition: MPI inhibition at elevated mannose 6-phosphate – biochemical, fluorescence intensity, high mannose 6-phosphate, primary screen (AID 1220); recombinant PMI enzyme, coupled fluorescence intensity; higher % means a stronger effect; one-dose inhibition, % at 20 µM; IC50 in µM for titrated hits; actives 0.66% (n = 190,000)
NOD1 NF-kB reporter: inhibition of NOD1-driven NF-kB reporter – cell-based, luminescence, uHTS, primary screen (AID 1578) | one-dose inhibition, % at 4 µM; EC50 in µM for titrated hits | actives 1% (n = 290,000) | NOD1-driven NF-kB luciferase reporter cells, luminescence; higher % means a stronger effect; in the data active = inhibition mostly above about 36%, no sharp cut-off; inactive = mostly below about 34%;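 note: HEK-293T reporter cells stimulated with the NOD1 agonist gamma-tri-DAP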
XIAP displacement: small molecules displacing peptide from XIAP – biochemical, IAP family, fluorescence polarization (AID 1018); XIAP BIR domain, fluorescence polarization peptide displacement; higher % means a stronger effect; displacement, % at 20 µM; hits with a dose series show IC50 in µM; actives 0.007% (n = 200,000); in the data active = displacement above about 50%; note: a part of the inactive calls stands beside numbers as strong as those of hits
KOR beta-arrestin-1: KOR antagonists, beta-arrestin recruitment, cell-based, luminescence, uHTS (AID 1778); KOR beta-arrestin recruitment, luminescence, antagonist mode; higher % means a stronger effect; one-dose inhibition, % at 10 µM; IC50 in µM for titrated hits; actives 0.091% (n = 290,000); note: strong numbers were not always called active
KOR beta-arrestin-2: KOR agonists, beta-arrestin recruitment, primary screen, cell-based, luminescence, uHTS (AID 1777); actives 0.02% (n = 280,000); one-dose activation, % at 10 µM; EC50 in µM for titrated hits; KOR beta-arrestin recruitment, luminescence; higher % means a stronger effect; in the data active = activation above about 50%, passing the limit was not always enough; note: a part of the inactive calls stands beside numbers as strong as those of hits
An asterisk follows results filed as active; . = not tested or not shown; [ ] = dose if it differs, or a comment. Cut-off read from the data, not from the text of the source, unless noted: active = inhibition above about 50%; inactive = the rest. These rows are one share of the data; rates above refer to the full screens.

Value order – NOD2 inhibition	PMI inhibition	PMI inhibitors	XIAP displacement	NOD1 NF-kB reporter	TNAP activators	LYP inhibition	KOR beta-arrestin-1	KOR beta-arrestin-2
CC(C)c1nnc(SCC(=O)N2CCOCC2)n1C
 : 23.2%	-4.6%	4.1%	-1.4%	-19.0%	1.1	-6.0%	25.1%	-3.2%
CC1CC(=O)c2cnc(Nc3cccc(C(F)(F)F)c3)nc2C1 (stereo not given)
 : 1.5%	-8.9%	-13.4%	-2.8%	-34.9%	1.1	-6.1%	39.4%	-2.6%
COc1ccc(C(=O)NNC2=CC(=O)CC(C)(C)C2)cc1
 : 10.8%	15.6%	9.6%	-4.5%	-10.1%	1.2	-3.8%	-8.4%	5.8%
O=C(CSc1nnnn1-c1cccnc1)Nc1cccc(Cl)c1
 : 18.0%	.	.	.	2.4%	.	-11.1%	1.8%	-1.7%
CCCN1CN(Cc2ccco2)c2nc3ccccc3n2C1
 : 5.4%	18.2%	14.8%	-3.9%	-5.8%	1.1	-5.7%	-37.6%	3.3%
Cc1cc(C)c(C)c(OCCCCN2CCCCC2)c1
 : -21.2%	.	.	.	6.5%	.	1.4%	-16.1%	3.6%
O=C(NC1CCCCC1)c1ccc(Cn2cc(Cl)cn2)cc1
 : 12.8%	9.1%	-0.6%	-5.6%	-12.4%	1.1	-7.8%	2.5%	-5.2%
O=C1CCCC2=C1C(c1ccc3c(c1)OCO3)c1c([nH]n(-c3ccccc3)c1=O)N2 (stereo not given)
 : 18.7%	6.4%	-9.9%	-4.4%	13.2%	1.1	-6.0%	18.4%	-9.6%
COc1ccc(N(CC(=O)Nc2ccc(C)cc2C)S(=O)(=O)c2ccccc2[N+](=O)[O-])c(OC)c1
 : -7.7%	9.7%	17.5%	-8.0%	-27.1%	1	6.4%	41.6%[20 µM]	.
Cc1ccccc1NC(=O)c1sc2nc3c(c(-c4ccco4)c2c1N)CCCC3
 : 36.3%	0.6%	7.0%	-1.8%	-0.6%	1.2	1.4%	-15.9%	0.9%
O=C(Nc1cccc(Cl)c1)Nc1nnc(-c2ccncc2)s1
 : -66.8%	4.1%	0.8%	-12.6%	95.7%*	1.1	4.3%	-25.3%	0.1%
COC(=O)c1ccc(-n2nnnc2SCC(=O)NCc2cccc(C(=O)O)c2)cc1
 : -3.0%	-9.4%	-7.2%	-4.5%	-15.7%	1.1	0.5%	4.6%	0.2%
COC(=O)c1ccc(OC)c(CSc2nnc(COc3cccc(C)c3)o2)c1
 : 16.9%	20.8%	20.2%	-6.9%	10.9%	1.1	-3.7%	27.7%	-3.6%
Cn1c(CNC(=O)Nc2ccccc2)nnc1SCc1ccccc1
 : 5.9%	-6.1%	-4.3%	-5.6%	9.8%	1.1	-6.2%	-16.1%	0.7%
CC(=O)Nc1ccc(OC(=O)c2ccco2)cc1
 : 7.0%	-7.0%	-4.6%	1.0%	-41.8%	1.1	-6.7%	37.3%	10.5%
Cn1c(CNC(=O)CCNC(=O)c2cccc(F)c2)cc(=O)n(C)c1=O
 : 7.7%	.	.	.	-2.9%	.	-10.3%	19.2%	-3.5%
CCc1cc(=O)oc2cc(C)c3c(C)coc3c12
 : -17.4%	4.2%	9.2%	-6.9%	-21.3%	1.1	-4.6%	21.3%	2.7%
O=[N+]([O-])c1cc(Cl)ccc1NCCNS(=O)(=O)c1ccccc1
 : 9.2%	8.4%	24.2%	-10.5%	-19.6%	1	-4.3%	16.0%	0.1%
COc1cc([N+](=O)[O-])ccc1N
 : -9.7%	17.1%	16.9%	-5.4%	-25.8%	1	0.8%	-14.8%	-3.2%
Cc1ccccc1N(C)S(=O)(=O)c1ccc2[nH]cc(C(=O)NCC3CCCO3)c(=O)c2c1 (stereo not given)
 : 9.1%	18.0%	19.4%	2.2%	-7.4%	1	4.2%	20.8%	-3.8%
CC(C)Oc1ccc(C(CCNCc2ccc(O)cc2)c2ccccc2)cc1 (stereo not given)
 : -11.8%	.	.	.	-0.2%	.	-8.2%	4.6%	-4.8%
CCOc1cc(N2CCOCC2)c(OCC)cc1NC(=O)c1nc2nc(C)cc(C)n2n1
 : 17.3%	14.6%	14.4%	-0.3%	9.4%	1.2	-8.0%	-5.2%	0.8%
COc1ccccc1NC(=O)C1CCCN1S(=O)(=O)c1cccc2nsnc12 (stereo not given)
 : 0.7%	.	.	.	-0.9%	.	-8.2%	-17.4%	-3.0%
O=C(O)c1ccc(NCCC2=CCCCC2)c([N+](=O)[O-])c1
 : -10.4%	-10.6%	-11.4%	-1.7%	-22.2%	0.9	-4.6%	23.3%	-4.8%
NS(=O)(=O)c1ccc(CCn2c(=S)[nH]c3ccccc3c2=O)cc1
 : 11.3%	.	.	.	-13.7%	.	2.5%	-19.2%	2.9%
C[C@@H]1CN(C2CCN(Cc3nc(C(c4ccccc4)c4ccccc4)no3)CC2)C[C@H](C)O1
 : -6.4%	.	.	-2.2%	-24.2%	1	-8.9%	20.6%[20 µM]	.
CCn1c(SCC(=O)N/N=C/c2cc(OC)c(O)c(OC)c2)nc2ccccc21
 : 4.7%	-11.0%	-0.1%	-7.8%	1.2%	1.2	-8.5%	-3.9%	18.6%
Cc1ccc(CNC(=O)COC(=O)Cn2nc(C)c([N+](=O)[O-])c2C)cc1
 : 15.1%	2.7%	0.3%	-5.2%	-8.1%	1.3	-8.9%	15.0%[20 µM]	-2.4%
CC(=O)OCC(=O)N1N=C(c2ccc3ccccc3c2)CC1c1ccccc1 (stereo not given)
 : -34.0%	2.5%	0.6%	-6.2%	-33.3%	1.1	11.2%	-18.2%	2.5%
CC1CC(C)CN(CCCNC(=O)c2ccc(N3CCCC3=O)cc2)C1 (stereo not given)
 : 2.3%	.	.	.	-18.2%	.	-4.7%	16.9%	-2.0%
O=C(O)C1CC=CCC1C(=O)N1CC=C(c2ccccc2)CC1 (stereo not given)
 : 10.3%	23.8%	14.1%	-3.9%	-20.9%	1.1	-5.2%	15.8%	-1.2%
O=C(Nc1ccc2c(c1)OCCO2)C1CCN(S(=O)(=O)c2ccccc2)CC1
 : 6.9%	1.3%	0.7%	-6.6%	-28.1%	1.1	-9.4%	-26.7%[20 µM]	-0.7%
COc1ccc(C(=O)/C(=C\c2ccco2)N2C=CC=CC2=C(C#N)C#N)cc1
 : -13.0%	-4.0%	3.1%	-1.6%	30.8%	1	-5.6%	5.93µM*	4.8%
O=C(COc1ccc([N+](=O)[O-])cc1)Nc1cccc(C(=O)Nc2ccccc2C(=O)O)c1
 : 18.4%	.	.	.	-13.4%	.	-8.9%	-10.5%	-3.0%
CSc1nc2c(c(-c3ccc(O)cc3)c1C#N)CCC2
 : 21.2%	8.7%	12.9%	-4.4%	23.6%	1	3.3%	-23.3%	7.0%
O=C1OCCN1C(=O)[C@H]1[C@H](c2ccc(Cl)cc2)C(c2cccc(Cl)c2)=NN1c1ccccc1
 : 16.3%	9.3%	8.1%	-21.9%	10.3%	1.2	-3.2%	8.7%	-3.1%
O=S(=O)(c1ccc2nc(SCc3cccc(Cl)c3)[nH]c2c1)N1CCOCC1
 : -11.4%	3.4%	3.7%	-1.9%	-24.7%	1.1	3.0%	9.8%	6.1%
O=C(Cc1cc(=O)[nH]c(=O)[nH]1)NCC1CCCO1 (stereo not given)
 : -3.4%	-6.6%	-12.2%	-2.0%	-11.7%	1	-8.2%	-1.3%	-1.6%
OCC1(Cc2ccccc2)CCN(Cc2ccc(C(F)(F)F)cc2)CC1
 : 9.5%	1.7%	8.9%	-3.6%	-3.8%	1	-5.6%	13.1%	-0.2%
CCOC1=NN(c2ncc(C(F)(F)F)cc2Cl)C(=O)C1
 : -0.9%	-4.4%	-7.3%	-4.8%	-28.2%	1	-3.0%	9.1%	-3.5%

The last 2 records of the section before open the next one.
Value order – NOD2 inhibition	PMI inhibition	PMI inhibitors	XIAP displacement	NOD1 NF-kB reporter	TNAP activators	LYP inhibition	KOR beta-arrestin-1	KOR beta-arrestin-2
OCC1(Cc2ccccc2)CCN(Cc2ccc(C(F)(F)F)cc2)CC1
 : 9.5%	1.7%	8.9%	-3.6%	-3.8%	1	-5.6%	13.1%	-0.2%
CCOC1=NN(c2ncc(C(F)(F)F)cc2Cl)C(=O)C1
 : -0.9%	-4.4%	-7.3%	-4.8%	-28.2%	1	-3.0%	9.1%	-3.5%
COc1cc(C(=O)OCC(=O)N(C)Cc2ccccc2)cc(OC)c1OC
 : 20.3%	-7.0%	14.9%	-0.1%	2.8%	1	-5.1%	-10.9%	-3.0%
CC(C)C(=O)N1CCN(c2c(Cl)cccc2[N+](=O)[O-])CC1
 : -2.3%	3.8%	11.2%	-9.4%	0.3%	1	-4.9%	-13.2%	18.5%
O=C(CN1C(=O)NC2(CCc3ccccc3C2)C1=O)NCc1ccco1 (stereo not given)
 : 6.6%	-1.5%	-6.1%	-4.2%	-13.8%	1.1	-3.4%	18.5%	-3.7%
COC(=O)c1ccccc1NC(=O)c1cc[n+]([O-])cc1
 : 5.6%	.	.	.	-1.6%	.	-6.1%	4.7%	-6.8%
N#Cc1ccc(C(=O)N(Cc2ccccc2)c2ccccc2)cc1
 : -35.6%	.	.	.	26.1%	.	-6.5%	-0.3%	1.0%
CCOCCCNC(=O)N[C@H](C(=O)OC)C(C)CC (stereo not given in full)
 : -9.3%	.	.	.	-5.5%	.	-4.9%	-5.4%	-1.3%
O=S(=O)(c1ccccc1)c1cccc(S(=O)(=O)N2CCCCC2)c1
 : 2.0%	-0.7%	10.3%	-7.9%	42.8%	1	0.6%	-124.3%	3.9%
CN(Cc1ccccc1)C(=O)Cc1ccccc1
 : 13.0%	.	.	.	-9.4%	.	-11.5%	-17.1%[20 µM]	-6.8%
COc1ccc(CNC(=O)C(=O)NCC2OCCN2S(=O)(=O)c2ccc3c(c2)OCCO3)cc1 (stereo not given)
 : 4.0%	5.8%	3.1%	-8.4%	-29.1%	1	-4.8%	-20.3%	-2.4%
CCn1nnnc1Oc1ccc(Cl)cc1
 : -0.2%	0.2%	-3.1%	-3.8%	-16.2%	1.1	-1.5%	6.8%	-5.1%
CCn1c(SCC(=O)c2ccc(OC)cc2)nnc1C(C)NC(=O)c1ccc(OC)cc1 (stereo not given)
 : -5.2%	1.9%	12.3%	-2.8%	-13.6%	1	-1.3%	11.3%	-4.0%
CCOC(=O)NNC1CC(=O)N(c2ccc(OC)cc2)C1=O (stereo not given)
 : 3.7%	0.7%	4.3%	-21.5%	.	1.2	-7.4%	17.0%	1.2%
COc1ccc(NC(=O)C2C(c3ccccc3)C2(Cl)Cl)c(OC)c1 (stereo not given)
 : 26.1%	.	.	.	24.5%	.	-4.3%	2.6%	2.1%
CC(C)OCCCNC(=O)CCN1C(=O)COc2ccccc21
 : -4.0%	-7.1%	0.0%	1.3%	3.8%	1.1	-7.6%	-18.4%	-3.1%
CN1CCC(N(CCc2ccccc2)C(=O)CCC(=O)O)CC1
 : 12.5%	.	.	.	-6.9%	.	-11.1%	-19.1%[20 µM]	.

Already shown: entries from further up.
Value order – NOD2 inhibition	PMI inhibition	PMI inhibitors	XIAP displacement	NOD1 NF-kB reporter	TNAP activators	LYP inhibition	KOR beta-arrestin-1	KOR beta-arrestin-2
CCOC(=O)NNC1CC(=O)N(c2ccc(OC)cc2)C1=O (stereo not given)
 : 3.7%	0.7%	4.3%	-21.5%	.	1.2	-7.4%	17.0%	1.2%
COc1ccc(NC(=O)C2C(c3ccccc3)C2(Cl)Cl)c(OC)c1 (stereo not given)
 : 26.1%	.	.	.	24.5%	.	-4.3%	2.6%	2.1%
CC(C)OCCCNC(=O)CCN1C(=O)COc2ccccc21
 : -4.0%	-7.1%	0.0%	1.3%	3.8%	1.1	-7.6%	-18.4%	-3.1%
CN1CCC(N(CCc2ccccc2)C(=O)CCC(=O)O)CC1
 : 12.5%	.	.	.	-6.9%	.	-11.1%	-19.1%[20 µM]	.

Assay outcomes: PubChem, Sanford-Burnham Center for Chemical Genomics
